Screening data (PubChem)
FAS-TE inh: inhibitors of human fatty acid synthase thioesterase domain | P49327 | inhibition, % at 15 µM | 0.67% of 360,000 active | recombinant FAS-TE, OMFH fluorogenic substrate, fluorescence endpoint;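 active means compounds whose normalised, plate-corrected inhibition of enzyme fluorescence in the single-dose primary screen is 50% or more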;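 further: 0% = DMSO with enzyme and 100% = substrate without enzyme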
CSN deneddyl inh: CSN deneddylation inhibition | Purified CSN, SCF-Nedd8-OG deneddylation, fluorescence polarization | inhibition, % at 12.5 µM | 0.38% of 360,000 active;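 active means pattern-corrected inhibition above about 35%, with an unprinted fluorescence ratio check between 0.5 and 1.5, limit read from the data, passing the limit was not always enough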;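 further: 0% = enzyme with substrate and 100% = substrate without enzyme; some results filed as inactive read as strong as hits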
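Test system: Human Csn5 produced in HEK293T cells | Compound: 12.5 µM single point | Times: 90 min, room temperature | Signal: Fluorescence polarization readout | Read-out basis: % inhibition of substrate cleavage by Csn5 | Controls: no-enzyme wells high, enzyme-with-substrate wells low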
Rin1 Abl inh: blocks binding of human Rin1 to Abl; P00519+Q13671; TR-FRET Rin1/Abl binding, biochemical; inhibition, % at 7.35 µM; 0.4% of 360,000 active; in the data active means inhibition above about 5%, passing the limit was not always enough
PABP1 MLLE inh: blocks PAM2 peptide binding to the PABP1 MLLE domain; P11940; GST-MLLE / FITC-PAM2 fluorescence polarization; inhibition, % at 20 µM; 0.36% of 360,000 active; in the data active means inhibition above about 35%, passing the limit was not always enough;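 further: plate controls were DMSO wells with GST-MLLE for no effect and wells lacking GST-MLLE protein for full effect; some results filed as inactive read as strong as hits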
Neddyl block: blocks human cullin neddylation | P61081+Q13564 | TR-FRET cullin neddylation, biochemical | calls only at 25 µM | 0.58% of 360,000 active | AID 651699; in the data active means inhibition above about 36%
MsrA inh: inhibits bovine methionine sulfoxide reductase A; purified bovine MsrA, absorbance read-out; 0.75% of 360,000 active; inhibition, % at 15.5 µM; in the data active means inhibition above about 4.5%;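 further: 0% = vehicle wells with enzyme and 100% = reference inhibitor wells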
eLon inh: E. coli protease La inhibition. P0A9M0. purified E. coli Lon protease, fluorescence polarization. inhibition, % at 7.94 µM. 0.42% of 360,000 active; in the data active means inhibition above about 13%, passing the limit was not always enough;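 further: 0% = enzyme with probe and DMSO and 100% = no enzyme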
MsrA act: bovine methionine sulfoxide reductase A activation | activation, % at 10.6 µM | 0.3% of 360,000 active | AID 602163 | purified bovine MsrA, absorbance read-out; in the data active means activation above about 7.5%;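 further: 0% = vehicle and 100% = reference activator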
Tb MetRS inh: blocks T. brucei methionyl-tRNA synthetase activity | 0.4% of 360,000 active | AID 624268 | inhibition, % at 11.9 µM | purified T. brucei MetRS, ATP depletion, Kinase-Glo luminescence;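 active means inhibition above a per-plate cutoff of the control wells' mean inhibition plus 3 SD, cut at about 5.5% in these data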;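 further: 0% = DMSO wells median and 100% = median of wells with control inhibitor compound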
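assay system = parasite MetRS enzyme | timing = 15 min preincubation, 2 h reaction, all 25 °C | evaluation = percent inhibition relative to median high and low control wells | medium = HEPES buffer containing pyrophosphatase, BSA, spermine, DTT | compound = single dose, 11.9 µM final nominal, 0.9% final DMSO | detection = Kinase-Glo luminescence, ATP depletion format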
An asterisk follows results filed as active; i = inactive; . = not tested or not shown.

Structure	MsrA inh	CSN deneddyl inh	FAS-TE inh	PABP1 MLLE inh	Rin1 Abl inh	MsrA act	Neddyl block	Tb MetRS inh	eLon inh
CC(C)(C)C1CCC(=NNC(=O)c2cc(-c3ccccc3)n[nH]2)CC1 (centres undefined)	-0.4	-3	2	-2	-3	-2	i	0.9	9
CCN(CC(=O)NCc1ccc(F)cc1)C(=O)CN1CCN(c2cc(Cl)ccc2C)CC1	-0.6	1	6	-30	1	-2	i	-0.5	12
Cc1ccc(NCc2cccc(B(O)O)c2)cc1	2.0	-2	4	5	1	-10	i	-0.5	1
Cc1cc(C)cc(C(=O)NC(CC(N)=O)c2ccc(N3CCC(N4CCCCC4)CC3)c([N+](=O)[O-])c2)c1 (centres undefined)	-1.0	-1	-10	9	-1	-1	i	-0.2	1
O=C(Nc1ccccc1N1CCOCC1)c1cccc([N+](=O)[O-])c1	0.5	-9	14	-3	-3	0	i	0.1	2
COCCNC(=O)/C(C#N)=C/c1ccc(SC)cc1	4.7*	-2	-2	4	1	-3	i	-0.2	1
CCCCNC(=O)C1(C)CCCCN1C(=O)c1ccc2sccc2c1 (centres undefined)	-0.4	1	-7	-12	-2	-1	i	-0.4	6
N#Cc1ccc(N2CCOCC2)nc1	-1.2	2	-3	-11	-1	-3	i	-0.3	13
CSc1nc(Oc2cccc(C(F)(F)F)c2)cc(C(F)(F)F)n1	-0.5	0	16	-6	3	-11	i	-1.8	-3
Cc1nnc(Sc2nc3c(c(=O)n(C)c(=O)n3C)n2Cc2ccccc2Cl)s1	-0.8	-3	0	-18	0	-6	i	-0.9	5
CSc1ncccc1-c1nc2ccccc2[nH]1	-0.7	1	-11	-17	-6	-1	i	-0.2	-2
COCCNC(=S)N(CCc1c(C)[nH]c2ccc(F)cc12)Cc1cccnc1	-1.0	1	-2	-136	2	-11	i	-1.7	-6
COc1ccc(N(CC(=O)N2CCN(c3ccc(Cl)cc3)CC2)S(=O)(=O)c2c(C)n[nH]c2C)cc1	1.7	5	9	-6	3	-7	i	-1.1	8
COc1cc(CC(NC(C)=O)C(=O)NC2CCN(C(=O)Nc3ccccc3C)CC2)cc(OC)c1 (centres undefined)	-0.4	1	-5	2	-1	0	i	0.0	-2
Cc1onc(-c2ccccc2)c1C(=O)Nc1sccc1C#N	1.2	12	-7	-67	1	-2	i	-0.1	-59
c1ccc(Cn2nnc3c(N4CCCCCC4)ncnc32)cc1	-0.3	-4	4	-5	3	-4	i	-0.7	-7
COc1ccc(NC(=O)C2CC(=O)N(c3cccc(C)c3C)C2)cc1 (centres undefined)	-1.1	2	-7	18	3	-7	i	-1.9	0
O=C1Nc2cccnc2Sc2ccccc21	-0.2	0	-10	14	-1	-2	i	-0.1	-6
COc1ccccc1C(=O)NCCC(=O)Nc1ccc(S(=O)(=O)N2CCC(C)CC2)cc1	1.1	1	11	7	2	-8	i	-0.3	-2
Cc1cc(=O)n2[nH]c(-c3ccco3)nc2n1	0.1	2	-3	12	-2	-3	i	-0.5	-11
O=C(c1ccco1)c1cn(CC(=O)N2CCCC2)c2ccccc12	1.6	1	-8	7	2	-3	i	0.0	10
COc1ccc(C2C(C#N)=C(C)NC3=C2S(=O)(=O)c2ccccc23)cc1 (centres undefined)	0.7	3	36	1	-1	-1	i	-0.4	12
CCc1cc(=O)oc2cc(OCC(=O)NCc3ccccn3)ccc12	0.4	-4	-2	9	-2	-3	i	0.4	-13
CC(OC(=O)C1CC=CCC1C(N)=O)C(Cl)=C(Cl)Cl (centres undefined)	0.3	-1	-6	2	1	-3	i	-0.5	4

Reformatted as labelled records: two of the compounds above.
Cc1onc(-c2ccccc2)c1C(=O)Nc1sccc1C#N
  MsrA inh = 1.2
  CSN deneddyl inh = 12
  FAS-TE inh = -7
  PABP1 MLLE inh = -67
  Rin1 Abl inh = 1
  MsrA act = -2
  Neddyl block = i
  Tb MetRS inh = -0.1
  eLon inh = -59
c1ccc(Cn2nnc3c(N4CCCCCC4)ncnc32)cc1
  MsrA inh = -0.3
  CSN deneddyl inh = -4
  FAS-TE inh = 4
  PABP1 MLLE inh = -5
  Rin1 Abl inh = 3
  MsrA act = -4
  Neddyl block = i
  Tb MetRS inh = -0.7
  eLon inh = -7

Additional records:
Structure	MsrA inh	CSN deneddyl inh	FAS-TE inh	PABP1 MLLE inh	Rin1 Abl inh	MsrA act	Neddyl block	Tb MetRS inh	eLon inh
CN(CC(=O)NCC1CCCO1)S(=O)(=O)c1ccc2ccccc2c1 (centres undefined)	-0.3	-1	-9	-6	-1	-3	i	0.3	0
O=C(Nc1ccc(S(=O)(=O)N2CCOCC2)cc1)c1cccc(Br)c1	-1.3	0	12	0	1	0	i	-1.5	-14
CCN(CC)S(=O)(=O)c1ccc(-c2nnc(SCC(=O)c3ccc(OC)cc3)o2)cc1	0.0	0	1	-40	-6	0	i	0.0	-3
COc1ccc(-c2cc(C(=O)N3CCc4ccccc4C3)no2)cc1OC	-0.7	-4	17	-2	-2	-2	i	0.4	-3
O=C(CSc1nnc(-c2ccco2)n1CC1CCCO1)c1ccccc1 (centres undefined)	0.6	5	-8	9	1	3	i	-0.2	-9
CCc1ccc(N2C(=O)C(Cl)=C(Nc3ccc(C(=O)N4CCCC4)cc3)C2=O)cc1	.	-1	6	-10	2	-3	i	-0.2	-10
COc1ccc2nc(NC(=O)Cc3cccs3)sc2c1	0.5	1	2	-22	1	-1	i	-0.2	-7
COC(=O)c1ccccc1S(=O)(=O)NNC(=O)c1ccccc1-n1cccc1	-0.7	6	-2	11	0	-6	i	-0.5	-3
CCOC(=O)C1CCN(C(=O)Nc2ccc3nc(C)c(C)nc3c2)CC1	1.2	-4	-3	6	-7	-1	.	-0.9	-12
CCNC(=O)C1(C)CCCN(CCOc2ccc(OC)cc2)C1 (centres undefined)	-0.6	3	-9	2	-1	-3	i	-0.4	-5
Cn1cnc(S(=O)(=O)N2CCCCC2c2cc(C(=O)Nc3ccc(F)c(Cl)c3)no2)c1 (centres undefined)	-0.3	2	-3	-9	-3	-2	i	-0.3	-7
CN1CC(=O)NC1=NC(=O)c1cc(F)c(F)cc1Cl	-0.9	-1	-7	-7	-5	-3	i	-0.9	-9
CCC(=O)OCC(=O)Nc1cc(S(=O)(=O)N(C)C)ccc1Cl	0.0	0	-7	-10	3	-4	i	1.1	-2
COC[C@@H]1CCCN1c1ccc2c(c1)O[C@@H](COCc1ccccc1)CN([C@H](C)c1ccccc1)S2(=O)=O	0.7	-5	26	.	.	-7	i	-1.2	4
CCCCCCC(NC(=O)Cc1ccc2ccccc2c1)C(=O)O (centres undefined)	-0.9	0	-3	-5	-1	-6	i	-0.7	-6
Cc1ccc(S(=O)(=O)N2CCC3(CC2)OCCO3)c(C)c1	-1.8	3	2	-1	4	-6	i	-0.7	-16
Cc1ccc2nc(-c3ccsc3)c(NC3CCCC3)n2c1	1.7	-2	1	6	2	-5	.	-0.4	2
CSc1ccc(/C=N/N2CCN(Cc3ccccc3Cl)CC2)cc1	-0.5	-7	16	4	0	-3	i	0.1	7
COc1ccc2[nH]c(=O)c(CN(Cc3cccnc3)C(=O)Nc3ccccc3)cc2c1	1.0	0	0	-3	0	-3	i	0.8	3
CCOC(=O)c1oc2ccccc2c1NC(=O)C1CCCCC1	.	11	-4	3	-4	-2	i	-0.4	-3
COc1cccc(-c2ccc(C#N)c(SCC(=O)NCCc3cccc(Cl)c3)n2)c1	0.1	1	-4	1	-10	0	i	-0.1	-8
CCOc1ccc(NC(=O)CC2C(=O)N(CC)C(=S)N2CCN2CCOCC2)cc1 (centres undefined)	-0.8	4	-5	-9	-1	1	i	-0.6	-10
CN(Cc1ccccc1)C(=O)c1ccc2nc([C@@H]3O[C@H](CO)[C@H](O)[C@H](O)[C@H]3O)[nH]c2c1	0.9	-4	-8	6	0	-8	i	-0.1	-6
O=C(COC(=O)c1cccc(S(=O)(=O)N2CCCC2)c1)NCc1ccccc1	0.3	-9	4	-7	6	-2	i	0.1	-4
O=C1C(=O)N(CCN2CCOCC2)C(c2ccncc2)/C1=C(/O)c1ccc2c(c1)OCO2 (centres undefined)	2.2	-3	-9	-4	3	-14	i	-0.7	-8
O=C(CCNC(=O)C1CCN(S(=O)(=O)c2ccc(F)cc2)CC1)Nc1ccccc1	-1.7	-1	-6	15	-2	-4	i	0.0	2
C[N+](C)(C)C[C@H](O)CC(=O)O	1.8	-4	-4	-8	1	-8	i	-1.2	-2
COc1cccc(-n2c(COc3ccccc3C)nnc2SCC(=O)O)c1	-1.2	-2	-5	-111	6	-1	i	-0.7	2
Cc1ccc(-c2nnc(-c3cccc(Br)c3)o2)cc1	-0.1	4	21	0	0	-3	i	-0.6	0
COc1ccc(-c2ccc(CN3C(C(C)C)C(=O)N(Cc4cn(CCC5OCCCO5)nn4)CCS3(=O)=O)cc2)cc1OC (centres undefined)	1.9	8	-1	-15	0	-6	i	-1.4	-4
CCn1c(C(C)C)n[nH]c1=S	-0.6	9	-7	-14	3	-2	i	0.7	2
O=C(Cc1ccc(S(=O)(=O)N2CCOCC2)s1)Nc1cc(C(F)(F)F)cc(C(F)(F)F)c1	-0.9	-7	34	3	2	-9	i	-0.5	7
CCOC(=O)c1cc(C)nc(Sc2ccc(C)cc2)c1C#N	0.9	-4	39	-4	0	-6	i	0.2	4
O=[N+]([O-])c1cccnc1N1CCC(c2cc(-c3ccc(Cl)cc3)n[nH]2)CC1	-1.1	3	30	10	-3	-1	i	0.5	8
Cc1nn(C2CCS(=O)(=O)C2)c(C)c1CN(C)C(=O)c1ccccc1 (centres undefined)	1.7	0	-8	5	0	-2	i	-0.4	6
O=C(COC(=O)Cc1n[nH]c(=O)c2ccccc12)NNC(=O)c1ccc(Cl)cc1	0.2	2	-6	-3	1	1	i	0.4	-6
Cc1c(NC(=O)COC(=O)c2ccccc2O)c(=O)n(-c2ccccc2)n1C	-0.7	-7	-7	8	-1	-5	i	-0.2	3
COc1ccc(-c2ccc(=O)n(CC(=O)NCC3COCCO3)n2)cc1 (centres undefined)	0.4	4	-9	7	-3	-2	i	0.2	-12
N=c1c2c3c(sc2ncn1CCN1CCOCC1)CCCCC3	-0.5	6	-5	-11	2	-11	i	-1.0	-1
CC(C)(C)c1ccc(/C=N/NC(=O)C[n+]2ccccc2)cc1	1.7	1	-2	8	-2	-4	i	-0.1	15
CCN(C(=O)C=Cc1ccco1)c1ccccc1	1.0	3	-2	0	3	-10	i	-0.3	-12
O=C(CN1CCN(S(=O)(=O)c2ccc(Cl)cc2)CC1)Nc1ccc(N2CCOCC2)cc1	0.4	-3	-7	-8	-2	-3	i	-0.2	7
O=C(Cn1ncc2c(=O)oc3ccccc3c21)N1CCCN(Cc2ccccc2F)C1	0.4	2	14	-6	-3	-2	i	-0.1	-1
CCOC(=O)N1CCC(NS(=O)(=O)c2ccc(C)cc2)CC1	1.1	4	-1	8	-1	-4	i	-0.1	-3
CCN(c1ccccc1)S(=O)(=O)c1ccc(Cl)c(NC(=O)COC(=O)c2ccc[n+]([O-])c2)c1	0.8	4	-10	3	-5	-3	i	0.0	6
O=C(COC(=O)c1n[nH]c(=O)c2ccccc12)NC1CCCCC1	0.3	-1	1	-18	1	-3	i	-0.5	10
CC1CN(S(=O)(=O)c2cc(C(=O)N3CCCCC3C)ccc2Cl)CC(C)O1 (centres undefined)	1.8	3	-5	5	-1	-2	i	-0.1	2
CCC(CC)C(=O)Nc1ccc(Cl)c(Cl)c1	0.3	0	8	5	-2	-2	i	-0.1	-1
